# Dengue-2 NS5 capping – Dengue-2 NS5 methyltransferase inhibitors, primary screen, biochemical, confirmation dose response (AID 588689); Dengue-2 NS5 methyltransferase capping enzyme assay, biochemical; higher % means a stronger effect; hit rate 0.3% among 340,000; one-dose inhibition, % at 25 µM; IC50 in µM for titrated hits; in the data active = a potency from the dose series; inconclusive = inhibition above about 29% without an active follow-up result
# West Nile antiviral – inhibition of WNV-induced cytopathic effect – cell-based, CPE readout (AID 1621); West Nile virus-infected cells, CPE inhibition; higher % means a stronger effect; one-dose CPE inhibition, % at 10 µM; IC50 in µM for titrated hits; hit rate 0.02% among 290,000; in the data active = a potency from the dose series; inconclusive = CPE inhibition mostly from about 3.7% at the one dose, without a potency; inactive = the rest, 99 in 100 with CPE inhibition below about 2.2%; also: strong numbers were not always called active
# MgcRacGAP inhibition – MgcRacGAP GTPase-activating activity inhibitors, confirmation, biochemical, ADP Hunter fluorescence. hit rate 0.6% among 340,000. MgcRacGAP-stimulated Rac1 GTP hydrolysis, ADP Hunter fluorescence; higher % means a stronger effect; GST-tagged Rac1 F28L mutant substrate. one-dose inhibition, % at 30 µM; IC50 in µM for titrated hits;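 active = first-screen hits whose inhibition reached a set limit at any dose in the follow-up dose series; inconclusive = inhibition above the set first-screen limit but never retested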;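 also: fluorescence reports GDP produced by GAP-driven GTP hydrolysis; strong numbers were not always called active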
# Large T inhibition – SV40 large T antigen inhibitors, biochemical (AID 1903); SV40 large T antigen ATPase/helicase inhibition assay; higher % means a stronger effect; inhibition, % at 20 µM, or IC50 in µM where a hit was titrated; hit rate 0.39% among 310,000; in the data active = a potency from the dose series; inconclusive = inhibition mostly from about 32% at the one dose, without a potency; inactive = the rest, 99 in 100 with inhibition below about 32%; also: strong numbers were not always called active
# T cell HTS – T cell immune modulation candidate; 2C CD8+ T cell-vesicle binding, flow cytometry; active compounds read low; calls only at 7 µM; hit rate 0.068% among 330,000; AID 2052;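 active = response, share of CD8 T cells binding vesicles, and their 90th percentile fluorescence all below set limits, cut at about 80% in these data, passing the limit was not always enough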
#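 System: murine 2C transgenic CD8+ T lymphocytes; also added: QL9-loaded Drosophila micro-vesicles; times: binding 1.5 h at 37 °C; measured by: flow cytometry, PE anti-B7-1 (FL2) versus Alexa647 anti-CD8 (FL8), PFA-fixed; control set: Peptide-free naked vesicles (low) and QL9 vesicles with 0.7% DMSO vehicle (high)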
# NTR1 agonist – NTR1-driven beta-arrestin-GFP spot formation – imaging, U2OS cells, high content, primary screen (AID 493036) | agonist mode | hit rate 0.17% among 330,000 | activation, % at 20 µM | P30989;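 active = activation at or above 40% of the spot to cytoplasm intensity ratio, with at least 20 cells analyzed; inconclusive = wells under 20 cells, flagged as cytotoxic or low count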;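 also: 0% = DMSO without peptide and 100% = 100 nM NTR1 peptide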
# Target sequence (P30989 whole entry, looked up): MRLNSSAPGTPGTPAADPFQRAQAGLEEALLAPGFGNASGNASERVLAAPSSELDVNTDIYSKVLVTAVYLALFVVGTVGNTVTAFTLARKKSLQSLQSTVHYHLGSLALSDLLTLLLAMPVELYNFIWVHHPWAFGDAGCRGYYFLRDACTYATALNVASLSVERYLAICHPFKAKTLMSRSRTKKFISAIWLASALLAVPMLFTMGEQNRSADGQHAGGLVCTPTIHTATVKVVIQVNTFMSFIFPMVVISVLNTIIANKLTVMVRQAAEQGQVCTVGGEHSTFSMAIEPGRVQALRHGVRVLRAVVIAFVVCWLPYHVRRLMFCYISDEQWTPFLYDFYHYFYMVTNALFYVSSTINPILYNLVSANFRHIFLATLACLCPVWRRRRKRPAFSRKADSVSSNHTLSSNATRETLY
# RSV CPE inhibition – inhibition of RSV-induced cytopathic effect – HEp-2 cells, primary 10 µM value included (AID 2391) | HEp-2 cells, RSV-induced CPE inhibition; higher % means a stronger effect | CPE inhibition, % at 10 µM, or IC50 in µM where a hit was titrated | hit rate 0.13% among 310,000; in the data active = a potency from the dose series; inconclusive = CPE inhibition mostly from about 23% at the one dose, without a potency; inactive = the rest, 99 in 100 with CPE inhibition below about 21%; also: strong numbers were not always called active
# PhoP inhibition – PhoP-dependent GFP reporter repression – Salmonella Typhimurium, primary screen (AID 1863). S. Typhimurium PhoP-regulated promoter GFP reporter, 4 h; higher % means a stronger effect. one-dose inhibition, % at 50 µM; IC50 in µM for titrated hits. hit rate 0.16% among 300,000;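 active = inhibition over 29.93%, a cutoff 3 SD above the screen mean, later confirmed by dose response; inconclusive = inhibition over 29.93% but no dose response follow-up; inactive = inhibition at most 29.93% or unconfirmed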;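 also: 0% = low Mg2+ inducing control and 100% = high Mg2+ repressing control; strong numbers were not always called active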
# K1F lysis inhibition – protection from phage-mediated lysis, alamar blue read-out – E. coli UTI89, K1F phage, bacterial capsule biogenesis inhibitors (AID 488966). E. coli UTI89 K1F phage lysis, alamar blue, 2 h; higher % means a stronger effect. one-dose inhibition, % at 100 µM; IC50 in µM for titrated hits. hit rate 0.02% among 340,000;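 active = phage lysis inhibition, versus mean bacterial control, above a set limit; inconclusive = no clear call, values can overlap the other calls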;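 also: capsule biogenesis inhibitors block K1F phage lysis so surviving cells raise fluorescence; higher fluorescence means more inhibition of phage lysis; actives were called in the ten point dose series up to 300 µM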
# T cell HTS vesicle-bound % – further read-out of T cell HTS, marked with its call; double positive events, %; measured here: CD8+ vesicle-bound cell fraction;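 binding gate set so that unloaded-vesicle control wells show 10% double positive cells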
# NTR1 agonist cell count 20 µM – also measured in NTR1 agonist; calls as there; cell count; measured here: cell count, cytotoxicity flag
# Dengue-2 NS5 capping pilot replicate – also measured in Dengue-2 NS5 capping; calls as there; inhibition, %; measured here: pilot screen replicate inhibition
# An asterisk follows results filed as active; i = inactive; ? = inconclusive; . = no result given; & = joins results of further samples; [ ] = another dose, or the depositor's remark. Not a hit list, and some 1.5% of all compounds hit somewhere here.
SMILES,Dengue-2 NS5 capping,West Nile antiviral,MgcRacGAP inhibition,Large T inhibition,T cell HTS,T cell HTS vesicle-bound %,NTR1 agonist,NTR1 agonist cell count 20 µM,RSV CPE inhibition,PhoP inhibition,K1F lysis inhibition,others
CCCOC(=O)C1C2C=CC3(CN(c4ccc(Cl)c(F)c4)C(=O)C13)O2 (stereo not given),-3%,1.1%,4%,7%,i,28,0.2,50,2.2%,-5%,-1.0%,
O=C(O)c1n[nH]c2c1CC(C1CCCCC1)CC2 (stereo not given),-2%,.,5%,2%,i,27,0.0,100,3.3%,-6%,-0.4%,
O=C(NCc1ccco1)C(=O)c1cn(CC(=O)N2CCCCC2)c2ccccc12,-1%,.,5%,22%,i,60,-0.4,61,2.7%,-9%,0.2%,
COc1ccc(-n2c(-c3ccccc3)cc3c2CCCC3=O)cc1,-4%,0.9%,6%,0%,i,9,8.3,58,-0.7%,7%,0.6%,
Cn1c(=O)c2ncn(CC(=O)NCCOc3ccc(C(C)(C)C)cc3)c2n(C)c1=O,-22%,-0.9%,-3%,0%,.,.,.,.,.,-9%,0.2%,
COCC(C)NS(=O)(=O)c1ccc(OC)cc1 (stereo not given),4%,0.1%,-2%,4%,i,54,-1.2,67,0.0%,8%,0.0%,Dengue-2 NS5 capping pilot replicate=-3.9
Cc1oc(-c2ccccc2)cc1C(=O)Nc1cccc(/C=C/C(=O)O)c1,0%,1.4%,9%,30%,.,.,0.0,88,.,-10%,-5.2%,
O=C(CN1CCN(c2ccc(F)cc2)CC1)N1CCOCC1,-5%,0.0%,8%,28%,i,22,-0.7,42,1.0%,2%,2.4%,
S=c1[nH]nc(C2(c3ccccc3)CCCC2)o1,7%,0.0%,8%,33%,i,39,0.8,55,1.3%,-14%,0.1%,
CSc1ccc(Cl)c(C(=O)OCC(=O)NCc2ccco2)c1,20%,-0.2%,8%,27%,i,14,0.4,43,-1.0%,-3%,-0.4%,
COc1cc(OC)c(C2=NOC(C(=O)N3CCCc4ccccc43)C2)cc1Cl (stereo not given),-7%,3.1%,12%,7%,i,24,6.2,77,6.5%,3%,-4.8%,
CC1=C(C(=O)OC2CCCCCC2)C(c2ccc(C)o2)C2=C(CCCC2=O)N1 (stereo not given),1%,.,3%,-2%,i,45,3.0,49,7.9%,-11%,0.2%,
O=C(c1ccccc1NS(=O)(=O)c1ccccc1[N+](=O)[O-])N1CCCC1,5%,-0.6%,5%,4%,i,40,-0.4,65,-0.5%,-5%,1.7%[50 µM],
O=C(CSCc1c(Cl)cccc1Cl)NCC1CCCO1 (stereo not given),-11%,-0.1%,4%,35%,i,14,-2.9,99,-0.5%,-3%,0.3%,
Cc1ccc(Cl)c(Nc2ccccc2C(=O)O)c1Cl,-1%&-1%,0.7%,6%&5%,25%&20%,i,6&19,-0.5&6.4,55&56,3.5%,-10%&-15%,-4.7%&-2.3%,
CCN1CCN(Cc2ccc(NC(=O)c3cc(NC(=O)c4cnnc5ccccc45)cc(OC)c3)cc2C(F)(F)F)CC1,2%&-7%,1.8%,14%&10%,22%,i,23,-0.5,93,33%,-10%,1.1%,
CCOCCCNC(=O)Cn1cc2c(n1)CCCC2,3%,-0.2%,2%,3%,i,33,0.1,63,0.4%,-5%,0.2%,
CCCCNC(=O)C(CC)(ONc1ccccc1C(F)(F)F)c1ccccc1 (stereo not given),5%,.,6%,.,i,52,-0.5,67,4.8%,.,1.6%,
Cc1cccc2nc(C(=O)Nc3cc(Cl)ccc3-n3cncn3)cn12,1%,.,2%,.,i,3,0.9,59,1.3%,.,0.3%[50 µM],
COc1ccccc1-n1cc(CN2CCN(C3CCCC3)C(CCO)C2)cn1 (stereo not given),-3%,-0.9%,5%,.,i,38,1.0,77,-1.6%,.,0.2%,
CN(NC(=O)c1ccc(Cl)cc1)c1nc(-c2ccccc2)nnc1C(F)(F)F,-2%,.,15%,-1%,i,56,3.7,51,2.7%,5%,-0.1%,
COc1ccc(O)c(C(c2c(C)[nH][nH]c2=O)c2c(C)[nH][nH]c2=O)c1,1%,0.0%,48%,.,i,42,0.7,23,0.5%,.,-0.9%,
CCOCCCNC(=S)Nc1ccc(Br)cc1Cl,-2%,-0.6%,13%,14%,i,53,0.4,69,2.4%,-8%,2.3%[50 µM],
Cc1nc(SCc2ccc(F)cc2)c([N+](=O)[O-])[nH]1,3%,0.8%,2%,8%,i,26,-0.9,53,4.3%,-10%,3.4%[50 µM],
CSCCC(NC(=O)c1ccccc1)C(=O)N/N=C(\C)Cc1ccccc1 (stereo not given),0%,-0.2%,2%,-3%,i,12,-0.2,48,-0.8%,2%,0.7%[50 µM],
Cn1c2ccc(Br)cc2c2nnc(SCC(=O)O)nc21,-7%,-1.1%,0%,3%,i,58,0.7,44,2.9%,-6%,0.0%,
O=C(NC1CCS(=O)(=O)C1)c1cccc(Cl)c1 (stereo not given),-9%,.,14%,11%,i,40,2.7,60,-0.3%,7%,1.4%[50 µM],
CCC(C)(C)c1ccc(Oc2ccc(NC(=O)COC(=O)C3=COCCO3)cc2)cc1,-1%,?,-2%,12%,i,31,18,91,8.6%,4%,3.1%,Dengue-2 NS5 capping pilot replicate=0.3
Clc1ccc(CSc2nnc3ccccn23)c(Cl)c1,-9%,-0.4%,11%,-4%,i,52,2.2,78,1.5%,-3%,2.7%[50 µM],
CCOC(=O)c1sc(NC(=O)CSc2nnnn2-c2ccccc2)nc1C,-3%,0.0%,-6%,18%,i,69,3.8,37,1.2%,-4%,2.4%,
O=C(NCc1cccnc1)c1nnc(Cc2ccc(F)cc2)o1,-2%,.,12%,-2%,i,29,-2.0,83,0.5%,-2%,0.2%,
COc1ccc(C(=O)c2ccc(Cl)c([N+](=O)[O-])c2)cc1,-1%,-1.9%,6%,18%,i,29,-1.3,48,11%,2%,1.4%,
Cc1cc(C)n(C(=O)CCC(=O)Nc2ccc(C)c(C)c2)n1,-4%,1.1%,2%,-2%,i,15,-1.6,73,0.9%,3%,0.3%,
CC(C)NS(=O)(=O)c1cccc2nsnc12,-3%,0.1%,-2%,1%,i,44,1.7,57,0.9%,22%,2.6%,
CCCc1nnc(SCC(=O)Nc2nccs2)o1,7%,1.0%,5%,7%,i,30,0.9,39,1.1%,0%,0.2%,
Cc1ccc(S(=O)(=O)N2[C@@H](c3ccc(F)cc3)C(C(=O)O)=CC[C@H]2c2ccc(C(C)C)cc2)cc1,22%,.,6%,25%,i,38,1.9,94,16%,-11%,-0.1%,
COC(=O)c1cc(Br)ccc1NC(=O)Nc1ccc(C)cc1,2%,0.1%,0%,.,i,41,0.0,48,0.3%,.,3.7%,
Cc1csc(NC(=O)c2ccc[nH]c2=O)n1,-1%,-0.5%,13%,8%,i,69,0.8,78,0.6%,-1%,0.0%,Dengue-2 NS5 capping pilot replicate=-5.2
CC1(C)Nc2ccccc2N(Cc2ccc([N+](=O)[O-])cc2)C1=O,-8%,-0.3%,9%,13%,i,37,0.7,24,1.1%,-9%,-0.6%,
CC(=O)c1c(C)[nH]c(C(=O)NCc2ccccc2)c1C,-2%,0.9%,9%,6%,i,54,1.6,45,0.8%,8%,-0.1%,
C=Cn1cc[n+](CC(=O)c2cc(C(C)(C)C)c(O)c(C(C)(C)C)c2)c1,-3%,0.4%,8%,-2%,i,53,1.1,60,0.0%,-3%,0.6%,
COc1ccccc1/C=C/C(=O)NC(=S)NCC1CCCO1 (stereo not given),-7%,-0.8%,6%,6%,i,54,2.8,64,1.1%,-13%,5.1%,
O=C(CSc1ccsc1[N+](=O)[O-])Nc1cc(F)ccc1F,.,-0.2%,0%,4%,.,.,.,.,.,0%,-2.1%,
Nc1ccc(C(=O)Nc2ccc(NC(=O)c3ccco3)c(O)c2)cc1,-3%,-0.4%,0%,19%,i,31,-2.7,98,0.9%,3%,-0.1%,
CC1(C)CC(n2c(NCCO)nc3c(c2=O)C2(CCCC2)Cc2ccccc2-3)CCO1 (stereo not given),3%,0.7%,6%,5%,i,6,4.4,58,9.5%,2%,-1.0%,
Cc1occc1-c1nnc(SCC(=O)N2CCN(c3ccccc3F)CC2)n1C,.,-0.6%,.,7%,i,37,4.7,45,1.3%,4%,.,
CCCC(=O)NC(c1ccccc1Cl)c1ccc2cccnc2c1O (stereo not given),-10%,?,8%,12%,i,63,2.7,52,2.1%,17%,0.6%,
CCc1nnc(NS(=O)(=O)c2ccc(NC(=S)NC(=O)c3cccs3)cc2)s1,1%,0.0%,10%,19%,i,43,-1.1,88,3.3%,-2%,-5.0%,
Cc1cc(C(=O)COc2cc(F)ccc2[N+](=O)[O-])c(C)n1C1CC1,-2%,0.2%,7%,15%,i,55,6.0,62,0.5%,-4%,0.4%,
CCOC(=O)CCC(=O)Nc1ccc(S(=O)(=O)Nc2cc(OC)nc(OC)n2)cc1,-9%,-0.1%,2%,3%,i,52,0.6,50,0.1%,6%,1.6%,

# Later entries:
SMILES,Dengue-2 NS5 capping,West Nile antiviral,MgcRacGAP inhibition,Large T inhibition,T cell HTS,T cell HTS vesicle-bound %,NTR1 agonist,NTR1 agonist cell count 20 µM,RSV CPE inhibition,PhoP inhibition,K1F lysis inhibition,others
CCOc1ccc(C(O)(c2ccccc2)C(CN2CCCC2)c2ccccc2)cc1 (stereo not given),3%,-0.4%,7%,15%,i,20,1.9,44,-3.4%,-7%,0.3%,
Cc1cccc(NC2=NC(C)(C)N=C(N)N2)c1,3%,1.0%,9%,.,i,59,0.8,89,2.1%,.,0.2%,
Cc1cccc(NC(=O)c2cccc(NC(=O)Cc3cccs3)c2)c1,1%,-0.6%,6%,17%,i,41,1.5,47,9.1%,6%,-0.3%,
COc1cc(C(=O)COC(=O)C2CCCCC2)cc(OC)c1OC,10%,.,2%,.,i,38,-0.5,67,.,.,0.4%,
CN(C[C@H](Cc1ccccc1)N(C[C@H](CC1CCCCC1)N(CCc1ccccc1)N=O)N=O)N=O,-1%,1.1%,14%,7%,.,.,2.0,66,-0.4%,-2%,1.2%,
